Source: PubChem (National Center for Advancing Translational Sciences (NCATS))
HT1080NT lethal: kills 2HG-producing HT-1080-NT fibrosarcoma cells; HT-1080-NT fibrosarcoma viability, CellTiter-Glo ATP luminescence, 48 h; 360,000 compounds, 1.6% hits; Potency, µM (top dose mostly 46.1 µM), for inactives: top-dose activity, negative = less viability, most hits filed as cytotoxic;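 also: NT is the 2HG producing partner of a matched IDH1 knockdown line; potency is read from the fitted curve at half-maximal effect; 0% = DMSO-treated cells and -100% = media-only wells without cells; nearly all actives have a fitted effect of over 55% in size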
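Luminescent CellTiter-Glo readout after 48 hours of compound exposure at 37 degrees C defined viability of HT-1080-NT cells. Activity was normalized to DMSO wells and cell-free media wells; concentration-response curves were fitted and assigned curve classes.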
ATXN2 expr inh: reduces ATXN2 reporter expression in HEK-293 cells. Potency, µM (titrated, usually from 57 µM), for the others: at the highest dose activity change, negative = inhibition, usual class: inhibitors. AID 1745845. HEK-293 ATXN2-luciferase reporter, luminescence, 24 h. 360,000 compounds, 0.72% hits; also: potency is read from the fitted curve at half-maximal effect; % is scaled to controls: 0 for no effect and ±100 for the full control effect; nearly all actives have a fitted effect of over 55% in size
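qHTS (up to 57 uM final) was run with 24 h compound exposure of reporter cells at 37 °C. Each well was multiplexed: SteadyGlo luminescence measured ATXN2-luciferase expression after a fluorogenic Gly-Phe-AFC viability readout (25 uM final).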
KB-V1 cytotox: KB-V1 MDR subline cytotoxicity | KB-V1 MDR cells viability, CellTiter-Glo, 72 h | Potency, µM (series often up to 46.1 µM), for inactives: at the top dose activity change, negative = cytotoxicity, hits mostly cytotoxic | 400,000 compounds, 3.4% hits; also: potency is read from the fitted curve at half-maximal effect; % is scaled to controls: 0 for no effect and ±100 for the full control effect; nearly all actives have a fitted effect of over 60% in size
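Cytotoxicity toward P-gp-expressing KB-V1 cells was determined as loss of CellTiter-Glo luminescence after 72 h at 37 degrees C. Compounds were tested in quantitative HTS format across a concentration range, with curves fitted to normalized data.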
IL1B secr inh: inhibitors of inflammasome signaling (IL-1 beta secretion). THP-1 LPS/ATP IL-1B secretion, AlphaLISA, 16 h; stronger effect = lower value. activity change, % at 57.5 µM. 360,000 compounds, 4.7% hits; in the data active = activity change below about -50%; inconclusive = mostly about -30% to -49%; also: % is scaled to controls: 0 for no effect and ±100 for the full control effect
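THP-1 cells pretreated 1 hr with compounds (up to 57.5 uM final), then stimulated with LPS (250 ng/mL final) plus ATP (1.25 mM final); secreted IL-1B measured by AlphaLISA after 16 hr, decreased signal indicating inhibition.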
HT1080 IDH1KD tx: toxicity to HT-1080 IDH1 knockdown cells (counter line); HT-1080 IDH1 knockdown viability, ATP luminescence, 48 h; Potency, µM (top dose mostly 46.1 µM), without a hit: at the highest dose activity, negative = toxicity, most hits filed as cytotoxic; 360,000 compounds, 2% hits; AID 686971;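 also: potency is read from the fitted curve at half-maximal effect; 0% = DMSO wells and -100% = cell-free medium wells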
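IDH1KD HT-1080 cells, 750/well, RPMI + 5% FBS; compound pinned after 2 h settling; 48 h, 37 °C; CellTiter-Glo luminescence; % activity normalised to DMSO and no-cell wells; curves fitted, classed by r2 and efficacy.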
WRN inhibitor: blocks human WRN helicase. WRN helicase unwinding, fluorescent forked duplex, kinetic. Potency, µM (highest dose often 114 µM), for inactives: at the top dose activity change, negative = inhibition, actives largely listed as inhibitors. 360,000 compounds, 0.46% hits. AID 651768; also: potency is read from the fitted curve at half-maximal effect; % is scaled to controls: 0 for no effect and ±100 for the full control effect; nearly all actives have a fitted effect of over 55% in size
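Primary qHTS, 1536-well format. 20 nM WRN + compound, 15 min RT; start with 100 nM forked fluorophore/quencher duplex, 2 mM ATP (final); kinetic read ex 525/em 598 nm.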
KB-3-1 cytotox: kills parental KB-3-1 adenocarcinoma cells; 400,000 compounds, 1.4% hits; Potency, µM (series often up to 46.1 µM), for inactives: at the top dose activity change, negative = cytotoxic, usual class: cytotoxic; KB-3-1 viability, CellTiter-Glo ATP luminescence, 72 h; AID 1347075; also: potency is read from the fitted curve at half-maximal effect; % is scaled to controls: 0 for no effect and ±100 for the full control effect; nearly all actives have a fitted effect of over 60% in size
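Multi-concentration cytotoxicity screen in KB-3-1 cells grown in DMEM lacking phenol red with 10% FBS. After 72 h at 37 °C with compound, ATP-dependent luminescence was recorded.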
SW480 rerep: induces DNA re-replication in SW480 colon adenocarcinoma cells | SW480 DNA re-replication, Hoechst DNA content imaging, 48 h | Potency, µM (top dose mostly 46.1 µM), for inactives: top-dose re-replication activation, usual class: activators | 340,000 compounds, 1.8% hits | AID 624297; also: potency is read from the fitted curve at half-maximal effect; % of control where 0% means no effect; nearly all actives have a fitted effect of over 55% in size
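Image-based DNA-content assay: after two days of treatment, nuclei were labelled with the DNA dye Hoechst and imaged, and hits were compounds raising the count of nuclei showing high fluorescence intensity.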
MCF10A rerep: inducers of DNA re-replication in MCF 10A breast cells. Potency, µM (titrated, usually from 46.1 µM), for inactives: at the highest dose activity, positive = re-replication, actives largely listed as activators. 350,000 compounds, 2.9% hits. AID 624296. MCF 10A DNA re-replication, Hoechst nuclear intensity, 48 h; also: potency is read from the fitted curve at half-maximal effect; % of control where 0% means no effect; nearly all actives have a fitted effect of over 50% in size
Starred values were filed as active, the others as inactive; ? = inconclusive; / = not tested or not shown; [ ] = another dose, or the depositor's remark. Unless noted, calls follow the shape of the dose curve; as a rule, active = well fitted curve in the direction sought with a large enough effect; inconclusive = small, poorly fitted or top-dose-only effect, or another doubt; inactive = no such curve, though single readings can be large; an effect the other way counts as inactive or inconclusive. The order is random. Share with any hit: about 12%.

SMILES	HT1080NT lethal	ATXN2 expr inh	KB-V1 cytotox	IL1B secr inh	HT1080 IDH1KD tx	WRN inhibitor	KB-3-1 cytotox	SW480 rerep	MCF10A rerep
Cc1cccn2c(=O)c(C=O)c(N3CCN(C)CC3)nc12	8.9%	1.4%	-0.2%	17.1	18.1%	-0.3%	17.5%	-1.1%	0.6%
Cc1ccc(NC(=O)Nc2c(C)[nH]c(=O)[nH]c2=O)cc1Cl	23.4%	-31.7%	-9.9%	-8.9	23.6%	5.8%	-0.8%	8.4%	?
O=C(CCCOc1ccc(Cl)cc1Cl)NNC(=O)C1CCC1	-13.1%	-10.2%	10.2%	-7.7	-11.3%	-2.2%	0.3%	0.9%	12.6%
Cc1ccc(C(=O)O)cc1NC(=O)C1CCN(S(=O)(=O)c2ccc3c(c2)OCCO3)CC1	11.4%	1.0%	1.6%	19.8	12.1%	0.6%	-6.2%	2.4%	6.4%
Cc1nc(-c2cccnc2)sc1C(=O)Nc1ccc(F)cc1F	0.1%	/	10.4%	49.6	-0.9%	-1.4%	1.5%	-6.5%	1.0%
Cc1nn(C)cc1/C=C/C(=O)c1ccc(O)cc1	5.9%	107.5%[activator]	-18.3%	-25.2	1.6%	-12.8%	-0.1%	/	1.9%
O=C(NNC(=O)c1ccc(-n2cncn2)c([N+](=O)[O-])c1)c1cccc(Cl)c1	14.5%	11.1%	?	-9.2	13.5%	-9.9%	22.1%	25.6%	?
O=C(Nc1ccc(Cl)cc1Cl)c1ccc(Br)o1	-6.9%	52.9%[activator]	4.2%	7.2	-0.3%	1.3%	12.2%	-4.1%	-3.0%
COc1cccc(C(=O)c2c[nH]c(C(=O)NCCCN3CCOCC3)c2)c1	11.6%	/	0.7%	-9.0	14.6%	-1.1%	0.1%	-64.2%[inhibitor]	8.6%
O=C(Cn1ncc2c(=O)oc3ccccc3c21)NCCC1=CCCCC1	-4.8%	3.3%	-3.7%	-14.5	-5.1%	-7.7%	16.8%	-1.0%	0.9%
CCN(CC)CCCN=Cc1c(O)n(-c2cccc(C)c2)c(=O)c2ccccc12	-6.7%	/	-19.8%	-9.5	-2.5%	-2.4%	-4.6%	?	1.0%
C[C@H](c1ccccc1)N1C[C@H](COCc2ccccc2)Oc2cc(N3CC[C@@H](O)C3)ccc2S1(=O)=O	?	?	23.1µM*	6.4	?	-8.6%	-24.6%	/	/
COc1ccc(N2CCN(C(=O)CN(C3CCCCC3)S(C)(=O)=O)CC2)cc1	7.8%	-10.5%	?	-1.0	0.0%	-0.6%	-3.5%	-1.2%	-1.6%
COc1ccc2c(c1)c1nc3n(c(=O)c1n2CC(=O)Nc1ccccc1)CCS3	0.4%	/	15.1%	4.8	-1.9%	13.7%	1.1%	-7.9%	3.8%
Cc1ccc(-n2nc3c(=O)n(CC(=O)NCc4cccs4)nc(C)c3c2C)cc1	1.6%	-3.6%	-3.7%	-5.6	29.7%	-1.2%	-2.1%	-8.1%	-1.3%
Cc1ccccc1-n1cc(-c2ccc(Br)cc2)nc1SCC(N)=O	-24.7%	-22.4%	-8.7%	-6.8	-16.2%	-8.1%	-10.1%	-1.5%	-0.5%
CCOC(=O)N1CCN(C(=O)CSCC(=O)Nc2nc(-c3ccc(Cl)s3)cs2)CC1	0.0%[9.24 µM]	2.0%	-20.9%	-26.3	?	-9.5%	7.0%	10.1%	11.5%
COc1cc(NC(=O)c2n[nH]c(=O)c3ccccc23)cc(OC)c1	-1.6%	/	-19.0%	-6.1	-3.6%	-2.7%	15.9%	3.4%	0.3%
FCCCOc1ccc(/C=N/OCc2ccc(Cl)cc2Cl)cc1	18.5%	-3.9%	13.0%	-7.2	19.5%	-7.2%	9.3%	-0.5%	-12.6%
CC(C)(C)c1ccc(OCCC(=O)NNC(=O)c2ccncc2)cc1	-1.9%	-3.9%	-0.1%	-0.9	-0.4%	9.3%	-6.7%	3.7%	10.2%

Some values from the results shown:
O=C(Nc1ccc(Cl)cc1Cl)c1ccc(Br)o1 | KB-3-1 cytotox = 12.2%
O=C(NNC(=O)c1ccc(-n2cncn2)c([N+](=O)[O-])c1)c1cccc(Cl)c1 | HT1080NT lethal = 14.5%

(next part)
SMILES	HT1080NT lethal	ATXN2 expr inh	KB-V1 cytotox	IL1B secr inh	HT1080 IDH1KD tx	WRN inhibitor	KB-3-1 cytotox	SW480 rerep	MCF10A rerep
Cc1nc(C)c(C(=O)N2CCCC(C(=O)c3ccc(Cl)cc3C)C2)s1 (stereo unspecified)	-2.1%	-13.7%	-25.0%	17.4	-1.6%	3.6%	-13.6%	23.8%	5.2%
Cc1cc(NCc2ccccn2)n2ncc(-c3ccccc3)c2n1	-24.9%	11.4%	?	-7.5	?	-4.8%	-0.7%	0.82µM*	11.9%
O=C(NC1CCCCC1)C(c1ccncc1)N(C(=O)c1ccco1)c1ccc(F)cc1 (stereo unspecified)	18.4%	-1.2%	-3.8%	-10.0	4.1%	-6.8%	-2.8%	6.7%	-10.5%
CCc1ccc2nc(N3C(=O)C(O)=C(C(=O)c4ccco4)C3c3cccs3)sc2c1 (stereo unspecified)	-4.3%	45.5%[activator]	5.8µM*	16.2	-20.1%	15.8%	?	-108.1%[inhibitor]	14.6µM*
CN1CCN(c2ccc(NC(=O)CSc3ccccc3)cc2F)CC1	0.7%	2.1%	-20.9%	-9.6	-2.2%	1.8%	-30.6%	-2.7%	?
Cc1cc2ccccc2n1CCNC(=O)c1ccccc1	1.9%	0.8%	0.0%	-10.5	-1.2%	-22.6%	-10.6%	23.2%	?
CCN(CC)CC(C)OC(=O)c1ccccc1Cl (stereo unspecified)	-3.2%	-9.6%	0.0%	-5.7	-0.7%	3.4%	1.4%	-1.2%	8.4%
COc1ccc(S(=O)(=O)N2CCCC(C(=O)NCc3ccco3)C2)cc1Cl (stereo unspecified)	-0.3%	-5.6%	?	-5.4	8.2%[9.24 µM]	-11.3%[57.1 µM]	-6.8%	?	?
Cc1cc(C)c(S(=O)(=O)/N=C2/C=C(Sc3ncn[nH]3)C(=O)c3ccccc32)cc1C	2.91µM*	14.1µM*	?	-88.5*	4.61µM*	22.4µM*	?	2.59µM*	2.31µM*
Cc1ccnc(N2CCC(C(=O)NCc3ccccc3F)CC2)n1	4.0%	-14.9%[11.3 µM]	4.3%	39.9	-5.0%	-16.6%	1.2%	-2.7%	0.9%
COc1ccccc1C(=O)NC(=S)Nc1ccc2[nH]c(=O)[nH]c2c1	?	-10.0%	-3.6%	-16.3	?	-10.6%	-4.7%	-8.9%	-9.6%
COc1cccc(NC(=O)Nc2cccn(Cc3ccc(C)cc3)c2=O)c1	-2.3%	/	?	-4.9	?	-8.5%	?	-83.8%[inhibitor]	?
CC1(O)CC(c2ccc(Cl)cc2)=NN1C(=O)c1ccc(Cl)cc1 (stereo unspecified)	-8.9%	/	?	-8.9	-8.2%	5.0%	-27.6%	?	11.6µM*
Cc1ccc([C@H]2C(C(=O)O)=CC[C@@H](c3ccc(C)cc3)N2S(=O)(=O)c2ccccc2C)cc1	-2.1%	5.3%	0.0%	26.6	-12.5%	-3.8%	0.0%	-3.6%	5.7%
CCOC(=O)[C@]12CCC=C1N(Cc1ccc(Cl)cc1Cl)C(=O)[C@H](CC(=O)NCCC(C)C)C2	?	?	?	0.0	?	-3.6%	-17.5%	/	/
Cc1cc(C)c(C2=CC(=O)C[C@H](c3ccc4c(c3)OCO4)C2)c(C)c1	-3.8%	-4.0%	-8.1%	8.2	2.0%	-8.5%	-0.1%	6.4%	-2.0%
COc1cc(-c2nc(CN3CCN(c4ncccn4)CC3)c(C)o2)ccc1F	-6.2%	-17.8%	?	34.5	-17.1%	-34.9%	-1.6%	-3.5%	0.7%[9.22 µM]
CCOC(=O)[C@]12CCCC=C1N(CCC1=CCCCC1)C(=O)[C@H](CC(=O)N1CCN(C(=O)C3CC3)CC1)C2	10.2%	/	-26.9%	-21.1	-16.5%	5.7%	8.2%	/	/
NC(CO)c1csc(NC(=O)Nc2cccc(Cl)c2)n1 (stereo unspecified)	-19.9%	10.6%	-12.2%	-0.1	2.2%	4.6%[57.1 µM]	-3.4%	/	/
Cc1ccccc1N1CCN(CCCN2C(=O)CC(=C(c3ccccc3)c3ccccc3)C2=O)CC1	-25.3%	-9.3%	-1.0%	-18.3	?	-3.2%	-22.0%	9.2%	?
CCOC(=O)C1CCN(C(=O)c2ccccc2Oc2ccccc2)CC1	-2.6%	1.9%	-17.9%	24.7	0.9%	1.0%	-3.0%	-2.5%[9.22 µM]	0.4%
COc1ccc(/C=C2\CCc3ccccc3C2=O)cc1CN1CCOCC1	?	-12.6%	?	-10.2	?	-0.9%	-28.1%	?	?
CCOC(=O)NC(=O)CSc1nc(-c2ccc(C)c(C)c2)cn1-c1ccccc1	-9.8%	51.9%[activator]	?	-60.9*	-12.8%	?	1.3%	9.8%	?
O=C(c1ccc(Cl)cc1)C(Cn1cncn1)C(Sc1ccccc1)c1ccccc1 (stereo unspecified)	?	?	?	-61.1*	?	0.2%	-29.6%	?	?
COc1ccc(-c2nnc(-c3cccnc3)o2)cc1OC	2.6%	29.2%	?	-24.0	-3.0%	-18.3%	?	-11.0%	?
